SRC2 TRFRET art = TR-FRET artefact, counter-screen to PPARgamma/SRC-2 agonist assay. TR-FRET ratio at 8 µM. actives 0.4% (n = 200,000). stronger effect = higher value; in the data active = TR-FRET ratio above about 2000; also: inactives centre near 1500
TNAP inh hiacc = inhibitors of human TNAP at high phosphate acceptor concentration; P05186; purified TNAP, CDP-star luminescence, 1 M DEA; inhibition, % at 20 µM; actives 0.03% (n = 200,000);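 active = over 50% inhibition of tissue-nonspecific alkaline phosphatase at 20 µM in the single-dose screen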;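 also: plate controls were DMSO wells for no effect and EDTA-quenched wells as full inhibition for full effect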
Target sequence (P05186 whole entry, looked up): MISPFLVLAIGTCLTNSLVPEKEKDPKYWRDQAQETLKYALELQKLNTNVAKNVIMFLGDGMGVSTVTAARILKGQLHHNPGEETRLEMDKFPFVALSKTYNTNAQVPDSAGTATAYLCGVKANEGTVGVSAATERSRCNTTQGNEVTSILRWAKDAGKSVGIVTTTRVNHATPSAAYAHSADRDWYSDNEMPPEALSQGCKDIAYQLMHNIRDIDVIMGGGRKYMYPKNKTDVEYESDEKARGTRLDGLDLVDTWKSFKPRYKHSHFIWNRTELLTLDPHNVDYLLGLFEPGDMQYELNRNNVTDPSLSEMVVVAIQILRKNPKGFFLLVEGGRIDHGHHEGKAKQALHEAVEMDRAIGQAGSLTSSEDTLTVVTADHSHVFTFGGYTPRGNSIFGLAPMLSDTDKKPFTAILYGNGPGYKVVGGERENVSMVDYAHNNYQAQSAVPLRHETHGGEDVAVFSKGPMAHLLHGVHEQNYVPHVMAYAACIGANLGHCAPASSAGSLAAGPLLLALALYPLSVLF
bIAP inh = blocks bovine intestinal alkaline phosphatase activity; purified bovine IAP, CDP-star luminescence, 30 min; inhibition, % at 20 µM; 190,000 tested, under 10 active;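 active = over 50% inhibition of intestinal alkaline phosphatase at 20 µM in the single-dose screen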
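Incubation: 30 min reaction at room temperature / Material: purified bovine intestinal alkaline phosphatase (IAP) enzyme / Input: enzyme at 1/65,000,000 dilution / Dosing: 20 µM single dose / Signal: CDP-star luminescence signal / Reagent: CDP-star chemiluminescent phosphatase substrate, 30 µM final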
TNAP act hiacc = activators of human TNAP at high phosphate acceptor concentration; activation factor at 20 µM; P05186; 200,000 tested, under 10 active; purified TNAP, CDP-star luminescence, 1 M DEA, 30 min; stronger effect = higher value; 0 = EDTA background, 1 = DMSO-only activity; AID 1136;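 active = activation factor at least 2 at 20 µM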
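Measured by: Luminescent substrate turnover signal | Test system: Human TNAP | Input: TNAP 1/800 final | Dosing: 20 µM single point | Schedule: 30 min, room temperature | Controls: EDTA wells as negative control, DMSO wells as positive control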
TNAP inh noacc = TNAP (human) inhibition, acceptor-free conditions | purified TNAP, CDP-star luminescence, 30 min | AID 1012 | actives 0.26% (n = 200,000) | inhibition, % at 20 µM;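 active = tissue-nonspecific alkaline phosphatase inhibition above about 50% at 20 µM in the single-dose screen, limit read from the data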;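 also: 0% = DMSO negative control and 100% = EDTA positive control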
HMGR II inh = blocks class II HMG-CoA reductase of Enterococcus faecalis; purified E. faecalis HMGR, NADPH absorbance 340 nm kinetic; actives 0.41% (n = 190,000); inhibition, % at 10 µM;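 active = inhibition above a set limit, the median over all tested compounds plus 3 SD, cut at about 9.5% in these data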;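 also: enzyme runs in reverse so mevalonate oxidation gives rising NADPH absorbance; 0% = complete reaction with DMSO and 100% = background rate lacking mevalonate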
PPARg SRC3 recr = PPARgamma-driven SRC-3 recruitment agonism; actives 0.26% (n = 200,000); activation, % at 8 µM; AID 731; P37231; biochemical PPARgamma/SRC-3 coactivator recruitment assay; in the data active = activation above about 23%;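 also: 0% = DMSO and 100% = reference agonist; some compounds past the cut are filed as inactive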
Target sequence (P37231 whole entry, looked up): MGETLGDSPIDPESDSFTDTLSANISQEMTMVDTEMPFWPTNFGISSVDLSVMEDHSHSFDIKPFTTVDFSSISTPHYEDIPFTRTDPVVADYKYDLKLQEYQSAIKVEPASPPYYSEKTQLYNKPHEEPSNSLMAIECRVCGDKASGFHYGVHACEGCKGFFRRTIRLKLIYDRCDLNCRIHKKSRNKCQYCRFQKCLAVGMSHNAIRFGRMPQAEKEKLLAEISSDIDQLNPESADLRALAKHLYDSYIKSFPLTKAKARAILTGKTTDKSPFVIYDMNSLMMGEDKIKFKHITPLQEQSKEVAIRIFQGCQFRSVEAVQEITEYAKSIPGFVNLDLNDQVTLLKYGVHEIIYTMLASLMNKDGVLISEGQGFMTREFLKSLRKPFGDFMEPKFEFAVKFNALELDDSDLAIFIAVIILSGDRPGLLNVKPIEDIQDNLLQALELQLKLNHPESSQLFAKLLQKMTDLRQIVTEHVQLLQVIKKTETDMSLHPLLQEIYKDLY
PPARg SRC-2 ag = PPARgamma-driven SRC-2 recruitment agonism; P37231; PPARgamma LBD-SRC-2 recruitment, biochemical; activation, % at 8 µM; actives 0.34% (n = 200,000); in the data active = activation above about 22%;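 also: 0% = vehicle and 100% = reference agonist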
PPARg SRC1 recr = promotes SRC-1 coactivator recruitment by human PPARgamma. AID 631. P37231. actives 0.41% (n = 200,000). activation, % at 8 µM. PPARgamma-SRC-1 coactivator recruitment biochemical assay; in the data active = activation above about 19%;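 also: 0% = DMSO and 100% = reference agonist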
bIAP activator = increases bovine intestinal alkaline phosphatase activity | purified bovine IAP, CDP-star luminescence, 30 min; stronger effect = higher value; fold of DMSO-control signal, blank-subtracted | activation factor at 20 µM | actives 0.17% (n = 200,000);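 active = activation factor of 2 or more at 20 µM, a signal rise over negative controls twice the positive control's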
Active calls of the source: *; · = not tested or not shown. The order is random (roughly 1.6% active in at least one column).

SMILES | SRC2 TRFRET art | TNAP inh hiacc | bIAP inh | TNAP act hiacc | TNAP inh noacc | HMGR II inh | PPARg SRC3 recr | PPARg SRC-2 ag | PPARg SRC1 recr | bIAP activator
COc1ccc(CCNc2cc(C)nc3c(-c4ccccc4)cnn23)cc1OC | 1713 | 2.4 | -26.4 | 1 | 2.3 | 0.7 | 1.2 | 4.3 | -2.1 | 1.3
COc1cccc(NC(=O)Cn2cnc3sc(C)c(S(=O)(=O)N4CCN(C)CC4)c3c2=O)c1 | 1293 | 1.1 | 0.3 | 1 | -0.1 | 3.4 | -14.9 | 4.7 | -6.3 | 1
Cc1nn(Cc2ccc(Cl)cc2)c(C)c1NC(=O)c1cc(-c2ccco2)on1 | 1518 | -4.5 | 6.7 | 1 | -8.3 | -0.9 | -10.9 | -8.5 | 2.5 | 0.9
Cc1ccc(NC(=O)CNCc2ccccn2)cc1S(=O)(=O)N(C)C | 1660 | 0.8 | -22.8 | 1 | -0.9 | -1.9 | 1.1 | 5.3 | 8.2 | 1.2
Cc1ccc(C(=O)N2CCN(c3ccccn3)CC2)cc1 | 1600 | -7.3 | -5.6 | 1.1 | -5.1 | -5.2 | 2.2 | 2.5 | -2.6 | 1.1
CCN(CC)c1ccc2cc(C(N)=O)/c(=N\NC(=O)c3ccncc3)oc2c1 | 1616 | 32.1 | 23.0 | 0.7 | 27.5 | -7.2 | 15.1 | 12.2 | 9.6 | 0.8
Cc1cccc(C(=O)Oc2ccc(/C=N/O)cc2)c1 | 1439 | 0.0 | 3.5 | 1 | -8.0 | -1.1 | -7.6 | -2.7 | 1.2 | 1
Cc1cc(-c2ccccc2)nc(N/N=C/c2cccnc2)n1 | 1439 | -4.3 | -9.2 | 1 | -8.2 | 7.8 | 3.4 | 7.0 | -3.3 | 1.1
CC1CCCC(NC(=O)Cc2ccc(Br)cc2)C1C (centres undefined) | 1312 | -0.1 | -9.7 | 1 | -3.2 | -6.6 | 2.4 | -3.7 | -7.0 | 1.1
Cc1ccc(NC(=O)CN(C)Cc2nc3ccccc3c(=O)[nH]2)c(Br)c1 | 1497 | -3.3 | -27.6 | 1 | -13.1 | 0.4 | 7.8 | 8.1 | 9.4 | 1.3
NC(=NCc1ccc2c(c1)OCO2)NC(=O)c1ccccc1 | 1416 | -7.9 | 3.0 | 1.1 | -47.8 | -4.8 | -3.7 | -0.1 | -0.2 | 1
CS(=O)(=O)n1nc(OC(=O)c2cc(Br)ccc2Cl)cc1N | 1497 | -1.0 | -14.3 | 1 | -13.5 | -1.8 | -2.0 | 8.0 | 7.6 | 1.1
Cc1oc(-c2ccc3c(c2)OCCO3)cc1C(=O)NCC(=O)O | 1440 | -0.9 | -7.5 | 1 | -6.5 | 5.8 | 3.1 | 2.6 | 1.3 | 1.1
O=C(N/N=C/c1cccc([N+](=O)[O-])c1)C1CC1c1ccccc1 (centres undefined) | 1560 | 0.0 | -2.2 | 1 | -8.0 | 0.5 | 5.9 | 1.1 | 5.3 | 1
C=CCNC(=O)c1c(Cl)nc(C)c([N+](=O)[O-])c1C | 1496 | -0.8 | 8.6 | 1 | -11.7 | -4.3 | -0.3 | 6.3 | 5.9 | 0.9

One compound at a time (already shown). Screens in order: SRC2 TRFRET art | TNAP inh hiacc | bIAP inh | TNAP act hiacc | TNAP inh noacc | HMGR II inh | PPARg SRC3 recr | PPARg SRC-2 ag | PPARg SRC1 recr | bIAP activator
COc1ccc(CCNc2cc(C)nc3c(-c4ccccc4)cnn23)cc1OC in the list: 1713 | 2.4 | -26.4 | 1 | 2.3 | 0.7 | 1.2 | 4.3 | -2.1 | 1.3
CC1CCCC(NC(=O)Cc2ccc(Br)cc2)C1C (centres undefined) in the list: 1312 | -0.1 | -9.7 | 1 | -3.2 | -6.6 | 2.4 | -3.7 | -7.0 | 1.1
CCN(CC)c1ccc2cc(C(N)=O)/c(=N\NC(=O)c3ccncc3)oc2c1 in the list: 1616 | 32.1 | 23.0 | 0.7 | 27.5 | -7.2 | 15.1 | 12.2 | 9.6 | 0.8
Cc1nn(Cc2ccc(Cl)cc2)c(C)c1NC(=O)c1cc(-c2ccco2)on1 in the list: 1518 | -4.5 | 6.7 | 1 | -8.3 | -0.9 | -10.9 | -8.5 | 2.5 | 0.9

More records
SMILES | SRC2 TRFRET art | TNAP inh hiacc | bIAP inh | TNAP act hiacc | TNAP inh noacc | HMGR II inh | PPARg SRC3 recr | PPARg SRC-2 ag | PPARg SRC1 recr | bIAP activator
O=C(Nc1ccccc1)NC1(C(=O)NCc2cccs2)CCCCC1 | 1508 | 0.4 | -19.4 | 1 | -10.3 | -6.3 | 6.1 | -0.1 | -3.3 | 1.2
CCN(CC)c1ccc(NC(=O)CN2CCN(S(=O)(=O)c3cc(Cl)ccc3OC)CC2)cc1 | 1412 | -0.1 | 33.5 | 1 | -1.8 | 0.6 | -2.2 | 6.8 | -6.2 | 0.7
COc1ccc(C(=O)N2N=C3CC(C)(C)OCC3C2c2ccccc2)cc1 (centres undefined) | 1668 | -3.2 | 0.0 | 1 | 0.0 | -5.3 | 0.4 | 5.3 | 7.2 | 1
O=C(CSc1ncn[nH]1)Nc1ccc2c(c1)OCCO2 | 1488 | -3.0 | 7.9 | 1 | 5.2 | -6.1 | -1.6 | 0.4 | -5.4 | 0.9
CNC(=S)Nc1ccccc1-c1ccccc1 | 1387 | -0.7 | -7.9 | 1 | 3.2 | 7.2 | -0.8 | -4.2 | -0.6 | 1.1
Cc1cc(C(=O)N/N=C/c2ccc3c(c2)OCO3)c(C)n1-c1ccc(F)cc1 | 1719 | -3.5 | -13.1 | 1 | -6.9 | 0.5 | 0.1 | 5.4 | 7.3 | 1.1
COc1cccc(CNCCc2c[nH]c3ccccc23)c1OCc1ccccc1 | 1393 | 0.9 | · | 1 | -46.9 | -1.0 | -4.3 | -6.0 | -4.4 | 0.2
Cc1ccccc1NC(=O)c1ccc(F)c(S(=O)(=O)N2CCCCC2)c1 | 1746 | -1.3 | 6.0 | 1 | -5.2 | -5.4 | 6.0 | -3.4 | 4.4 | 0.9
CCOC(=O)C1=CSC2=NS(=O)(=O)CCN12 | 1618 | -7.7 | 2.6 | 1.1 | -3.2 | -1.3 | 1.6 | -6.0 | 0.2 | 1
Brc1ccc(-c2nc(-c3ccccn3)no2)o1 | 1625 | -7.4 | 12.4 | 1.1 | -6.6 | -1.5 | 1.0 | -0.6 | 4.0 | 0.9
CCC(=O)Nc1nnc(Cc2ccccc2)s1 | 1539 | -4.2 | -5.9 | 1 | -9.0 | -0.1 | 7.0 | 6.5 | -1.7 | 1.1
O=S(=O)(NCc1ccccc1)c1ccc2c(c1)OCCO2 | 1373 | -4.5 | 11.3 | 1 | 9.6 | 3.9 | -2.5 | 2.2 | -1.8 | 0.9
COc1ccc(NC(=O)c2cnc3sccn3c2=O)cc1 | 1557 | -4.0 | 8.0 | 1 | -14.3 | -5.7 | -1.3 | -7.6 | -2.3 | 0.9
O=[N+]([O-])c1cccc(-c2cn3ccccc3n2)c1 | 1470 | -5.7 | 4.4 | 1.1 | -6.4 | 1.4 | 3.5 | 2.4 | 7.0 | 1
Cc1nn2c(NCCOCCO)c3c(nc2c1-c1ccccc1)CCCC3 | 1573 | -1.8 | -7.6 | 1 | -3.9 | -5.3 | 15.6 | 11.9 | 5.9 | 1.1
CCOC(=O)/C(C#N)=C/c1ccc(SC)cc1 | 1563 | -5.5 | 1.3 | 1.1 | -8.6 | 14.0* | 1.6 | 0.3 | -7.3 | 1
COc1ccccc1NC(=O)Nc1cccnc1 | 1418 | -1.3 | 7.0 | 1 | 1.0 | 3.8 | 4.5 | 6.5 | -5.2 | 0.9
CCc1ccc2oc(=O)cc(CN3CCN(CCO)CC3)c2c1 | 1470 | -2.8 | 2.3 | 1 | -9.7 | -7.0 | 7.3 | -1.4 | -8.7 | 1
CC(C)CNC(=O)[C@H](Cc1ccccc1)NC(=O)c1ccco1 | 1743 | -6.4 | 0.8 | 1.1 | -17.0 | -3.0 | 10.3 | 7.4 | 5.9 | 1
CCCCOC(=O)CSCC(=O)Nc1cc(C)on1 | 1714 | 0.8 | 9.3 | 1 | -8.6 | -1.5 | -8.0 | -2.9 | 0.7 | 0.9
COC(=O)c1ccccc1NC(=O)CSc1nc(NC(=O)c2ccccc2)c2c(C)c(C)oc2n1 | 1512 | -0.2 | 13.1 | 1 | 1.0 | -0.2 | 4.3 | 8.9 | 3.4 | 0.9
CCCn1c(N)c(C(=O)CSc2ncc(C(F)(F)F)cc2Cl)c(=O)[nH]c1=O | 1244 | -0.4 | 6.9 | 1 | -8.4 | 3.4 | -1.8 | -7.7 | -0.4 | 0.9
O=C(CCc1nnc(-c2ccc3c(c2)OCO3)o1)N1CCC(c2ccc(F)cc2)C1 (centres undefined) | 1459 | -4.0 | 6.3 | 1 | -8.2 | -0.2 | 2.1 | -4.8 | 5.6 | 0.9
CCCCc1ccc(NC(=O)CC(C)C)cc1 | 1572 | -1.3 | 9.6 | 1 | -2.7 | -1.1 | 0.4 | 6.0 | 1.4 | 0.9
COc1ccc(N(C)C(=O)Nc2ccc3c(c2)nnn3C)cc1 | 1398 | -7.3 | 9.1 | 1.1 | -10.6 | 0.6 | -9.7 | -0.1 | 0.5 | 0.9
Cc1ccc(S(=O)(=O)c2cc3c(=O)n4ccccc4nc3n(CC3CCCO3)c2=N)cc1 (centres undefined) | 1651 | · | · | · | · | · | 1.7 | 5.0 | 7.6 | ·
COCCn1c(C)cc(C(=O)CSc2nc(C)c(C)c(C)n2)c1C | 1777 | 3.9 | -19.8 | 1 | 3.4 | 2.6 | 2.0 | 6.5 | 13.5 | 1.2
Cc1cc(Cl)ccc1OCCCC(=O)NCC1CCCO1 (centres undefined) | 1518 | 0.0 | -2.3 | 1 | -6.5 | -6.9 | -2.4 | -5.1 | -5.3 | 1
CCCN1CCC(NC(=S)Nc2cccc(Cl)c2Cl)CC1 | 1529 | -1.6 | 12.1 | 1 | -2.1 | -0.5 | 0.9 | 2.7 | -0.2 | 0.9
O=C(CCc1ccc(S(=O)(=O)NC2CCCCC2)cc1)NCc1cccnc1 | 1648 | -5.1 | 4.9 | 1.1 | -6.6 | -2.1 | 5.3 | 7.0 | 10.9 | 1
c1ccc(COc2ccc(OCCCCN3CCCC3)cc2)cc1 | 1516 | -2.9 | 4.3 | 1 | -14.2 | -12.9 | -0.4 | -9.5 | -4.0 | 1
CCc1ccc(NC(=O)CSc2nnc(-c3cnccn3)n2Cc2ccco2)cc1 | 1349 | 3.1 | 10.5 | 1 | -1.5 | · | -7.0 | -1.3 | -7.1 | 0.9
O=C(Nc1ccc2c(c1)OCO2)c1cc(C2CC2)on1 | 1456 | -3.1 | 18.3 | 1 | -2.5 | -7.0 | -4.4 | -1.6 | -1.8 | 0.8
O=C(NC(NNc1ccc([N+](=O)[O-])cc1)(C(F)(F)F)C(F)(F)F)c1ccc(Cl)cc1 | 1459 | 12.9 | 6.1 | 0.9 | -0.2 | 4.4 | 6.3 | -1.6 | 1.8 | 0.9
C/C(CCC1CC(C)OC1=O)=N/Nc1nc(-c2ccccc2)cs1 (centres undefined) | 1625 | 6.6 | 13.4 | 0.9 | -8.8 | 2.3 | 0.2 | 5.7 | 3.3 | 0.9
O=S(=O)(NCC1CCCO1)c1ccc(S(=O)(=O)N2CCc3ccccc3C2)cc1 (centres undefined) | 1573 | 1.4 | 13.2 | 1 | -12.5 | 1.7 | 6.3 | -3.4 | -1.4 | 0.9
CCCOc1ccc(S(=O)(=O)NCCCN2CCOCC2)c2ccccc12 | 1472 | -4.6 | -8.5 | 1 | -5.9 | 2.1 | 11.9 | 5.6 | 6.1 | 1.1
